Screening results: PubChem, The Scripps Research Institute Molecular Screening Center
OX1R antag-1: blocks the human orexin 1 receptor; OX1R-expressing cells, FRET antagonist read-out; O43613; 330,000 compounds, 1.8% hits; AID 485270; inhibition, % at 6.6 µM; in the data active means inhibition mostly above about 38%, no sharp cut-off; inactive means mostly below about 40%;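 further: 0% = agonist challenge alone and 100% = reference antagonist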
Target sequence (O43613 whole entry, looked up): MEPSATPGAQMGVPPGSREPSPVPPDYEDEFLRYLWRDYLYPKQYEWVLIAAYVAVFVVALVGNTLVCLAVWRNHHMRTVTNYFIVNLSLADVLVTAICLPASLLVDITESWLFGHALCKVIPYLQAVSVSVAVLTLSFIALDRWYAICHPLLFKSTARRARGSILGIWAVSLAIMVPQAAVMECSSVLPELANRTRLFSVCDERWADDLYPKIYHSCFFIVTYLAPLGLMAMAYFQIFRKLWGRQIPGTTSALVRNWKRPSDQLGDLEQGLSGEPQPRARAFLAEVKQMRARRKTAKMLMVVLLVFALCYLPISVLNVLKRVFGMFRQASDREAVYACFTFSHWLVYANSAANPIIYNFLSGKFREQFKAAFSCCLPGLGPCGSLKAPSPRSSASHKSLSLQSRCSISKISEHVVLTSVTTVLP
OX1R antag-2: antagonists of human orexin 1 receptor; O43613; CHO/OX1R cells, Fluo-8 calcium fluorescence, orexin A; inhibition, % at 5 µM; AID 434989; 330,000 compounds, 0.43% hits;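 active means inhibition above its plate's threshold, mean inhibition of all tested compounds on the plate plus 3 SD, cut at about 37% in these data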;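 further: 0% = orexin A challenge wells and 100% = SB-334867-A antagonist wells; not every result past the cut was called active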
An asterisk follows results filed as active.

SMILES	OX1R antag-1	OX1R antag-2
CC(=O)Nc1ccc(S(=O)(=O)N2CCN(S(=O)(=O)c3ccccc3)CC2)cc1	6	-33
COc1ccc(C(=S)N2CCNCC2)cc1	23	-8
CC(=O)Nc1ccc(OCCOc2ccc(NC(C)=O)cc2)cc1	-13	-18
COC(=O)c1cccc(NC(=S)NCc2ccc(Cl)cc2)c1	9	31
COc1ccc(N2CC(C(=O)NCCN3C(=O)S/C(=C\c4cccnc4)C3=O)CC2=O)c(OC)c1 (configuration not stated)	153*	33
CSCCC(NC(=O)c1ccccc1)C(=O)N1CCCCCCC1 (configuration not stated)	-2	-18
CCOCCCNc1nc(C)nc2c1nnn2Cc1c(F)cccc1Cl	22	-24
CC(C)(C)NC(=O)NC(=O)CN1CCN(c2cccc(Cl)c2)CC1	5	-24
Cc1cc(N)n2nc(C)c(-c3ccccc3)c2n1	63*	-9
COc1ccc(C(=O)CC(c2ccccc2)S(=O)(=O)c2ccc(C)cc2)cc1 (configuration not stated)	-8	-10
Cn1c(SCC(=O)N/N=C/c2cc([N+](=O)[O-])ccc2O)nnc1-c1ccccc1	1	-14
O=C(C1CCCO1)N1CCN(c2ccc(F)cc2)CC1 (configuration not stated)	15	-11
CC(=O)c1ccc(NC(=O)C(C)n2c3ccccc3c3nc(=O)cc(C)n32)cc1 (configuration not stated)	5	-24
Nc1nonc1-n1nnc(C(=O)N/N=C/c2cc(Cl)ccc2O)c1CN1CCCCCC1	18	-29
N=C1S/C(=C\c2ccc(O)cc2)C(=O)N1c1ccc(F)cc1	13	-10
CCN(CC)c1cc(-c2ccccc2)ncn1	9	2
COC(=O)C1=C(C)NC(C)=C(C(=O)OC)C1c1cn(-c2ccccc2)nc1-c1ccco1	19	-32
COc1ccccc1Nc1nc(=O)[nH]nc1C	-5	-4
Cn1ncc2c(Nc3ccc(Br)cc3)nc(Nc3ccc(Br)cc3)nc21	7	-27
COc1cccc(CN2CC(C(=O)NCCc3ccc(C)s3)CCC2=O)c1 (configuration not stated)	12	-5
COc1cc(O)ccc1C(=O)CCc1ccc(O)cc1	3	-3
O=C(NNS(=O)(=O)c1ccc(Br)cc1)c1ccccc1-n1cccc1	6	-14
COc1cccc(CNS(=O)(=O)c2ccc3c(c2)oc(=O)n3C)c1	-3	-4
CC(C)NCCOCCOc1ccccc1F	32	-20

Reprinted at random: two records from the list
SMILES	OX1R antag-1	OX1R antag-2
COc1cccc(CNS(=O)(=O)c2ccc3c(c2)oc(=O)n3C)c1	-3	-4
Nc1nonc1-n1nnc(C(=O)N/N=C/c2cc(Cl)ccc2O)c1CN1CCCCCC1	18	-29

The list continues:
SMILES	OX1R antag-1	OX1R antag-2
COc1ccc(C(CNC(=O)c2ccc(C)c(S(=O)(=O)N3CCCCC3)c2)N(C)C)cc1OC (configuration not stated)	10	-22
CC(C)(C)N1CCC1C(N)=O (configuration not stated)	6	-13
O=c1cc(-c2ccccc2)oc2ccc(Br)cc12	12	-11
NC(=O)c1ccc(NC(=O)CSc2nnc(C3CC3)n2C2CC2)cc1	5	-12
CC1(C)C(=O)C2(CCCCC2)C(=O)OC1c1cccc([N+](=O)[O-])c1 (configuration not stated)	2	8
CC(C)CC(=O)N/C(N)=N/c1nc2ccccc2s1	56	16
O=C(C[C@@H]1C/C=C/CC[C@H](Cc2ccc(F)cc2)C(=O)OCCNC1=O)N[C@H](CO)Cc1ccccc1	3	-22
Cc1cccc(NC(=O)c2sc(Cl)nc2C)c1C	13	-19
CCC(=O)N1CCc2cc(S(=O)(=O)CCC(=O)N3CCN(c4ccc(F)cc4)CC3)ccc21	28	-16
COc1ccc2oc(C(=O)OCC(=O)N(CCC#N)c3ccccc3)c(C)c2c1	14	-15
C=C1CCC(C)C(C)(CCC2=CCOC2=O)C/C=C\C=C/1C(=O)O (configuration not stated)	0	-11
CCc1ccc(N(CC(=O)Nc2ccc(OC)cc2OC)S(C)(=O)=O)cc1	9	-13
N#CC(c1ccc(Cl)cc1)c1ncc(C(F)(F)F)cc1Cl (configuration not stated)	6	-20
CC1CCCC(NC(=O)C2N(CCCN3CCCC3)C(=O)C3C(C(=O)Nc4ccc(Cl)cc4)C4C=CC32O4)C1C (configuration not stated)	5	-21
O=C(O)CCCC(=O)NS(=O)(=O)c1ccc(Cl)cc1	12	-5
Cc1ccc(C)c(NC(=O)c2ccccn2)c1	17	-19
COc1ccc(CCNC(=O)COC(=O)c2ccc(S(=O)(=O)N3CCCC3)cc2)cc1OC	10	1
O=C1CC(c2ccccc2)CC(O)=C1C=NCC1CCCO1 (configuration not stated)	27	-10
CCS(=O)(=O)Nc1c(C)n(C)n(-c2ccccc2)c1=O	10	-2
COc1ccccc1NC(=O)C/C(N)=N/OCC(=O)Nc1cccc(Cl)c1	7	3
Cc1ccc(CCNC(=O)C23CN(Cc4ccccc4)CC2C(c2ccc([N+](=O)[O-])cc2)=NO3)cc1 (configuration not stated)	23	-23
COc1cccc(NC(=O)c2ccccc2Br)c1	2	-10
Cc1ccc(CN2CCC(c3cc(-c4cccs4)n[nH]3)CC2)cc1	25	-6
CC(=O)c1c(C)[nH]c(C(=O)Nc2cccnc2)c1C	11	4
CC1CN(c2nc3ccccn3c(=O)c2/C=C(\C#N)C(N)=O)CC(C)O1 (configuration not stated)	54	-8
COc1ccc(C(=O)OCC(=O)Nc2cc(C)c(C)cc2[N+](=O)[O-])cc1	29	-1
CCOC(=O)CNC(=O)CSc1nnc(-c2ccccc2)c(-c2ccccc2)n1	49	-21
COCCC(=O)N1CCC(Oc2ccc(C(=O)NCc3ccon3)cc2)CC1	4	-5
COc1ccc(Nc2ccc(C(=O)O)cc2[N+](=O)[O-])cc1	55*	-23
CCOC(=O)c1cc2sc(C)cc2n1CC(=O)N(CC)CC	7	-30
Cc1cnc(C(=O)OCC(=O)Nc2sc3c(c2C(N)=O)CCCC3)cn1	4	-14
O=C(CSc1nnc(-c2ccccc2)n1C1CCCCC1)N1CCCC1	9	-11
COc1ccc(C(=O)Nc2cccc(C(=O)N/N=C/c3ccc(OC)cc3OC)c2)cc1	25	-27
O=C1NCCCN1Cc1ccc(Cl)cc1	1	-14
O=C(Cn1cnc2ccccc2c1=O)c1ccccc1	2	-13
O=C(NCCCN1CCCC1)c1ccc(CS(=O)(=O)c2c(Cl)cccc2Cl)o1	4	-3
COc1ccccc1CN1C[C@@H]2C[C@@H](c3cccc(C)n3)N3CCC[C@@]23C1=O	13	-34
CN(CC(=O)NNC(=O)CNC(=O)c1ccccc1F)S(=O)(=O)c1ccc(Cl)cc1	-3	6
Cc1cc(NC(=O)c2cccc(S(=O)(=O)Nc3cccc(C(=O)O)c3)c2)no1	-3	11
Cc1nc2ccccc2c(=O)n1/N=C/c1ccc2ccccc2c1O	30	-15
O=C(/C=C/c1ccoc1)c1ccccc1O	15	-10
Cc1csc(NC(=O)c2ccc(C)s2)n1	0	-13
COc1ccc(/C=C/CN2CCN(Cc3ccccc3)C(CCO)C2)cc1 (configuration not stated)	12	0
Cc1ccc(S(=O)(=O)NC2=NCN(C3CCCCC3)CN2)cc1	3	-12
c1ccc(-c2ccccc2OCCn2cncn2)cc1	25	-18
CC1(C(=O)Nc2nccs2)Cc2ccccc2C(=O)O1 (configuration not stated)	0	-5
COCCCNC(=O)CCc1nc2cccnc2n1Cc1ccccc1	6	-25
COc1ccc(-c2ccc3c(c2)S(=O)(=O)c2cccc(C(=O)NCCOc4ccccc4Cl)c2C3=O)cc1OC	4	10
CC1=C/C(=C(\c2ccc(O)c(C)c2)c2ccccc2S(=O)(=O)O)C=CC1=O	19	-12
COc1ccc(C)cc1NC(=O)C1CCN(S(=O)(=O)c2ccccc2)CC1	9	-18
CCN(CC)c1ccc(C2C3CCCCC3(O)CCN2C(=O)c2cccs2)cc1 (configuration not stated)	28	-18
N/C(=N\c1nc2c(c(=O)[nH]1)CCC2)Nc1cccc2ccccc12	12	-12
CCN(CC)S(=O)(=O)c1ccc(C(=O)Nc2nnc(C(C)C)s2)cc1	1	-15
O=C(COc1ccccc1)Nc1ccc2c(c1)nc1n2CCOC1	6	-7
COc1ccc(NC(=O)Nc2ccc3c(c2)C(=O)N([C@H](C)CO)C[C@H](C)[C@@H](CN(C)S(C)(=O)=O)O3)cc1	8	-5
CC(C)CN(/C=N/c1sc2c(c1C#N)CCCCC2)CC(C)C	14	-26
CCc1nc(SCC(=O)Nc2ccc(Br)cn2)n[nH]1	29	-3
CCn1c(SCC(N)=O)nnc1-c1ccc2c(c1)OCO2	-2	1
CCNC(=S)N1CCN(c2ccc([N+](=O)[O-])cc2)CC1	47	-20
CC(=O)OCC1=C(C(=O)O)N2C(=O)C(NC(=O)Cn3nc(C(F)F)c(Cl)c3C)C2SC1 (configuration not stated)	3	-5

(further entries)
SMILES	OX1R antag-1	OX1R antag-2
O=C(CN1C(=O)COc2ccc(S(=O)(=O)N3CCCC3)cc21)Nc1cccc(F)c1	7	-34
Cc1c(Cl)cccc1Nc1nc(N)nc(CSc2ncccn2)n1	22	-12
Cc1ccc(S(=O)(=O)NCCC(=O)Nc2nnc(C)s2)cc1	15	-12
CC(C)c1cccc(-c2ccc3c(c2)S(=O)(=O)c2cccc(C(=O)NCc4ccccc4Cl)c2C3=O)c1	5	-9
CCn1nccc1C(=O)Nc1ccc(Cl)cc1Cl	6	-19
CC(Cc1c[nH]c2ccccc12)C(=O)O (configuration not stated)	11	-5
CCOc1ccc(C=NCC(O)c2ccccc2)cc1 (configuration not stated)	5	-4
COc1ccc(C(=O)NC2CCCc3ccccc32)cc1OC1CCN(C(C)=O)CC1 (configuration not stated)	11	-35
CC(=O)N[C@H](Cc1c[nH]c2ccccc12)C(=O)O	16	4
CC1CCN(C2CCN(S(=O)(=O)c3ccc(F)cc3)CC2)CC1	10	-1
COc1ccc(Cl)cc1C(=O)Nc1ccccc1N1CCN(C(=O)C(C)C)CC1	14	-41
O=C(O)C1C2CCC(O2)C1C(=O)Nc1ccccc1Br (configuration not stated)	1	-12
COc1ccc(OC)c(S(=O)(=O)NCc2cccnc2)c1	19	-9
O=C(Nc1ccccn1)c1ccc(Cl)s1	7	-10
CC1CCC(NC(=O)c2cc(S(=O)(=O)N(C)C)ccc2N2CCCC2)CC1 (configuration not stated)	22	-34
CCn1nnc(-c2ccccc2NC(=O)c2cnccn2)n1	15	-10
CN1CCN(CC(=O)Nc2cccc([N+](=O)[O-])c2)CC1	28	-11
COc1ccccc1N1CCN(C(c2cccs2)C(C)NC(=O)c2ccncc2)CC1 (configuration not stated)	19	-25
COCCNC(=O)CCC(=O)NNc1nc2ccccc2c2nc(C)nn12	8	-10
O=C1CCC([N+](=O)[O-])C(c2cccc(Br)c2)N1 (configuration not stated)	2	-5
Cc1cc(C)n2nc(N)c(N=Nc3ccccc3)c2n1	26	-27
CSc1ccccc1NC(=O)C(=O)c1c[nH]c2ccccc12	48*	-11
COCCCN(C(=O)Nc1ccc(C)c(C)c1)C(C)c1ccccn1 (configuration not stated)	5	-6
Cc1cc(C(=O)COc2ccccc2Cl)c(C)n1C1CC1	10	5

A stretch of the results above:
SMILES	OX1R antag-1	OX1R antag-2
COc1ccc(C(=O)NC2CCCc3ccccc32)cc1OC1CCN(C(C)=O)CC1 (configuration not stated)	11	-35
CC(=O)N[C@H](Cc1c[nH]c2ccccc12)C(=O)O	16	4
CC1CCN(C2CCN(S(=O)(=O)c3ccc(F)cc3)CC2)CC1	10	-1
COc1ccc(Cl)cc1C(=O)Nc1ccccc1N1CCN(C(=O)C(C)C)CC1	14	-41
O=C(O)C1C2CCC(O2)C1C(=O)Nc1ccccc1Br (configuration not stated)	1	-12
COc1ccc(OC)c(S(=O)(=O)NCc2cccnc2)c1	19	-9
O=C(Nc1ccccn1)c1ccc(Cl)s1	7	-10
CC1CCC(NC(=O)c2cc(S(=O)(=O)N(C)C)ccc2N2CCCC2)CC1 (configuration not stated)	22	-34
CCn1nnc(-c2ccccc2NC(=O)c2cnccn2)n1	15	-10
CN1CCN(CC(=O)Nc2cccc([N+](=O)[O-])c2)CC1	28	-11
COc1ccccc1N1CCN(C(c2cccs2)C(C)NC(=O)c2ccncc2)CC1 (configuration not stated)	19	-25
COCCNC(=O)CCC(=O)NNc1nc2ccccc2c2nc(C)nn12	8	-10
O=C1CCC([N+](=O)[O-])C(c2cccc(Br)c2)N1 (configuration not stated)	2	-5
Cc1cc(C)n2nc(N)c(N=Nc3ccccc3)c2n1	26	-27
CSc1ccccc1NC(=O)C(=O)c1c[nH]c2ccccc12	48*	-11
COCCCN(C(=O)Nc1ccc(C)c(C)c1)C(C)c1ccccn1 (configuration not stated)	5	-6
Cc1cc(C(=O)COc2ccccc2Cl)c(C)n1C1CC1	10	5

The listing continues:
SMILES	OX1R antag-1	OX1R antag-2
Cc1ccc(Nc2ncnc3c2nnn3Cc2ccccc2)cc1	7	-1
CC(NC(=O)C(=O)N1CCOCC1)C(c1cccs1)N1CCN(c2ccccc2F)CC1 (configuration not stated)	26	-19
O=C(O)COc1ccccc1C(Nc1ccccn1)c1cc(Cl)c2cccnc2c1O (configuration not stated)	0	-11
COc1cc(OC)cc(N(C(=O)c2ccco2)C(C(=O)NC2CCCC2)c2ccc(N3CCOCC3)cc2)c1 (configuration not stated)	-9	-28
CCCCn1c(SCC(=O)NNC(=O)c2ccccc2)n[nH]c1=O	4	-8
CCCOc1ccc(-c2nc(C#N)c(NCC3CCCO3)o2)cc1 (configuration not stated)	8	-19
C=CCN1CCS(=O)(=O)N(Cc2ccccc2)[C@@H](C(C)C)C1=O	7	-9
Cn1cccc1-c1cc(C(=O)N/N=C/C=C/c2ccccc2)[nH]n1	13	-18
Cc1cccc(N(C)C(=O)CN2C(=O)COc3ccc(S(=O)(=O)N4CCCCCC4)cc32)c1	10	-12
CCc1cc2c(=O)c(-c3nc4ccccc4[nH]3)coc2c(CN2CCCCC2C)c1O (configuration not stated)	20	-17
O=C(Nc1cc(C(F)(F)F)ccc1N1CCOCC1)c1ccc(F)cc1	18	-28
Cn1c(CNC(=O)c2ccccc2F)nnc1SCC(=O)Nc1nnc(C2CC2)s1	17	-9
COc1ccccc1NC(=S)NNC(=O)c1ccc(Cl)cc1Cl	10	-7
COc1ccc(C2=CC(=O)CCC2)cc1	30	1
COc1cccc(CN(C)CC(=O)Nc2cccc(C(F)(F)F)c2)c1OC	8	-13
